NPYLR7 ag – activates Aedes aegypti NPYLR7 receptor; activation, % at 10 µM; HEK293T NPYLR7/Galpha15, GCaMP6s calcium fluorescence; 0.15% of 270,000 active; in the data active means activation above about 40%;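 further: 0% = vehicle and 100% = reference agonist at the receptor; some compounds past the cut are filed as inactive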
hcGAS lum – human cGAS inhibition. AID 1259398. recombinant h-cGAS, ATP depletion, Kinase-Glo luminescence. inhibition, % at 12.5 µM. Q8N884. 0.081% of 290,000 active;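 further: 0% = vehicle reaction and 100% = reaction without DNA for no activity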
Target sequence (Q8N884 whole entry, looked up): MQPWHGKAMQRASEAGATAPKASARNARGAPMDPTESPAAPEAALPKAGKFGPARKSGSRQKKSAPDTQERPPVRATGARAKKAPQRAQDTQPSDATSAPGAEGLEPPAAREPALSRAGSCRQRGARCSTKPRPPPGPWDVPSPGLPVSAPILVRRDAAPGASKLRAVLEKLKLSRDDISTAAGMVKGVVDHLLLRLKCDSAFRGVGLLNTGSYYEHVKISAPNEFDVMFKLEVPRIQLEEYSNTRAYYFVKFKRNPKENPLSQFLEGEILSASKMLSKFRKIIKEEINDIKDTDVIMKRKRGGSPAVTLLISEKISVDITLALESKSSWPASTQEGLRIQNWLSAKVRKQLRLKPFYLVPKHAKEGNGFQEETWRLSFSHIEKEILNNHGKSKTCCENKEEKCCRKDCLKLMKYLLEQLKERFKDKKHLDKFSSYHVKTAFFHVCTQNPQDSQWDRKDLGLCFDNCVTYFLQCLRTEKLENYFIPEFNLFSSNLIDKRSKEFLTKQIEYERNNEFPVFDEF
mcGAS lum – mouse cGAS inhibition by luminescence | recombinant cGAS, Kinase-Glo ATP depletion luminescence | inhibition, % at 12.5 µM | 0.15% of 160,000 active | AID 1259399;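 further: 0% = negative control wells and 100% = reference inhibitor with no enzyme activity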
Active calls of the source: *; . = not tested or not shown; & = joins results of further samples. Unless noted, no stated cut-off is given here; in the data, active means inhibition above about 40%; inactive means the rest.

Values run as follows: NPYLR7 ag, hcGAS lum, mcGAS lum
CC(C)Cc1noc(CS(=O)(=O)Cc2ccc(Cl)c(Cl)c2)n1
→ 2, -7, .
CC(Oc1ccc(Cl)cc1)C(=O)N(C1CCS(=O)(=O)C1)N(C)C (stereo not drawn)
→ 13, -3, .
COC(=O)C1=C(C)N=c2sc(=Cc3cccc(Cl)c3)c(=O)n2C1c1cccs1 (stereo not drawn)
→ -2, -3, -6
O=C(CN1CCc2sccc2C1)Nc1ccc(F)c(F)c1
→ 0, -6, .
COc1ccc(C(=O)Nc2ccccc2C)c(OC)c1OC
→ -14, -1, .
Cc1cc(NC(=O)CSc2[nH]c(=O)cc(C(F)(F)F)c2C#N)no1
→ 5, 3, .
O=C(NCc1ccc(-c2ncc(-c3ccc(N4CCOCC4)cc3)[nH]2)cc1)c1ccc(F)c(C(F)(F)F)c1
→ -7, -8, -8
N#Cc1ccsc1NC(=O)CSC1CCCC1
→ 11, -8, -6
Cc1noc(C)c1NC(=O)N(C1CC1)C(C)c1ccc(Cl)cc1 (stereo not drawn)
→ 0, -8, -7
O=C1CN(C(=S)Nc2c(F)c(F)cc(F)c2F)CC2c3cc(F)ccc3CCN12 (stereo not drawn)
→ 0, -2, -5

As entered above.
Value of O=C(NCc1ccc(-c2ncc(-c3ccc(N4CCOCC4)cc3)[nH]2)cc1)c1ccc(F)c(C(F)(F)F)c1 in mcGAS lum: -8
Value of COC(=O)C1=C(C)N=c2sc(=Cc3cccc(Cl)c3)c(=O)n2C1c1cccs1 (stereo not drawn) in mcGAS lum: -6
Value of O=C(CN1CCc2sccc2C1)Nc1ccc(F)c(F)c1 in hcGAS lum: -6
Value of Cc1cc(NC(=O)CSc2[nH]c(=O)cc(C(F)(F)F)c2C#N)no1 in NPYLR7 ag: 5

Next part:
Values run as follows: NPYLR7 ag, hcGAS lum, mcGAS lum
CN1CCN(C)C2(CCN(C(=O)c3cn[nH]c3-c3cccs3)CC2)C1
→ 1, -6, .
CC1=CCC=CC1C(=O)N1CCOC(COCc2ccccc2F)C1 (stereo not drawn)
→ 7, -4, .
Cc1ccc(/C=C/C2=Cc3c(sc(N)c3C#N)C(C)(C)C2)o1
→ 5, -10, .
OCCN(CCO)CC(O)COc1ccc2ccccc2c1 (stereo not drawn)
→ -6, 0, .
Cc1noc(-c2ccncc2)c1C(=O)N[C@@H]1CCCc2ccccc21
→ 2, -5, -7
COc1ccc(CCNc2cc(C)nn3cnnc23)cc1
→ -2, -6, -8
CSCCCNc1nccc(-c2cnn(-c3ccccc3)c2)n1
→ 0, -6, .
O=C1c2ccccc2C(=O)C1c1cc2ccccc2cn1
→ -3, 2, 0
CCCCCCCCCCOc1ccc(C2=N/C(=C\C=C\c3ccccc3)C(=O)O2)cc1
→ -4, -3, -3
CN(C)C(=O)c1nnc2n1CCN(C(=O)c1cccn1C)C2
→ 9, -6, .
Cc1cc(Oc2cnccn2)ccc1N
→ 9, -7, .
O=C(NCCc1nnc2ccc(SCc3ccccc3Cl)nn12)c1ccccc1
→ 16, -4, -6
CCOC(=O)c1[nH]c(COC(=O)C2=COCCO2)c(C(=O)OCC)c1C
→ 3, 0, .
CCOc1ccc(OCc2ccc(C(=O)NNC(=O)C3CC4CCC3C4)cc2)cc1 (stereo not drawn)
→ 8, -11, -7
C=C(Br)Cn1c(C=Cc2ccccc2)nc2ccccc21
→ 7, -5, .
COC1CCN(C(=O)Cc2ccc(F)cc2)CC(=O)N(C)c2ccccc21 (stereo not drawn)
→ -4, 14, 5
Cc1cc(C)cc(CN2CCN(Cc3cnn(C)c3)CC2=O)c1
→ 10, -9, -11
O=C(Nc1ccc(F)cc1)c1cc2n(n1)CCN(Cc1ccccc1Cl)C2=O
→ 16, -2, -6
CC(C)N(CC(=O)N(Cc1cccn1Cc1ccccc1Cl)C1CCCCC1)C(=O)c1cccc(C(F)(F)F)c1
→ -6, -5, -6
O=C(O)CSc1nc2c(c(=O)[nH]1)CCCC2
→ 28, -9, .
CC(C)c1ccccc1OC1CC2CCC(C1)N2C(=O)c1ccc(CSc2cccc(F)c2)cc1 (stereo not drawn)
→ 2, -6, -4
CCOC(=O)[C@H]1[C@@H](O)C(=O)N(C)C12CCN(S(=O)(=O)CC)CC2
→ -1, 1, -1
O=C(c1c(F)c(F)c(F)c(F)c1F)N1CCC(c2nc(-c3ccccc3F)no2)CC1
→ 5, -11, -7
c1nc2nc3c(c(N4CC[C@H]5CCCC[C@@H]5C4)n2n1)CCC3
→ 9, -2, -7
Cc1ccccc1-c1cc(C(=O)NC(C)c2ccccc2)c2ccccc2n1 (stereo not drawn)
→ 18, -4, -5
COc1cccc(NC(=O)c2cn(C)c3c(=O)n(-c4ccccc4)c(=O)[nH]c23)c1
→ 1, 0, .
Cc1ccc(C)c(S(=O)(=O)n2c([N+](=O)[O-])cnc2C)c1
→ 24, -3, -4
Oc1cc2c(cc1CN1CCCC(C(F)(F)F)C1)OCO2 (stereo not drawn)
→ 0, -3, -5
Cc1cc(=O)cc(C(F)(F)F)o1
→ 7, -3, .
CNC(=O)[C@@H]1C[C@@H]2O[C@H]1[C@H]1CN(C(=O)COc3ccccc3)C[C@H]1[C@H]2O
→ 10, -10, 1
Fc1ccccc1CSc1nnc2c(n1)OC(c1cccnc1)Nc1ccccc1-2 (stereo not drawn)
→ 0, -10, 0
Cc1cccc(N2CCN(c3nc(-c4ccc(Oc5ccccc5)cc4)nc4ccccc34)CC2C)c1 (stereo not drawn)
→ 0, -5, -7
CC(=O)N1C[C@@H]2CC[C@H](C1)N(C(=O)c1cnc(CN3CCCC3)s1)C2
→ ., -14, -6
CN(CCc1cn[nH]c1)Cc1nnc(CC2CCNCC2)n1C
→ 2, -5, -18
Cc1cc(=O)[nH]c(SCc2ccc(C(=O)Nc3ccccc3)cc2)c1C#N
→ 3, -3, .
Cc1ccc(S(=O)(=O)NNC(=O)c2c(C)nc3ccccn23)cc1C
→ -8, -3, .
O=C(NCc1cccc(I)c1)c1cncn1-c1ccc(-c2cc(C(F)(F)F)cc(C(F)(F)F)c2)cc1
→ 6, -8, -7
CS(=O)(=O)Oc1ccc(Cl)cc1CN(Cc1ccco1)C(=O)c1ccccc1Cl
→ 23, -4, -8
c1cc2nc(NCCCN3CCOCC3)ccn2n1
→ 3, -13, .
CC(C)c1nc(CNC(=O)c2cn(Cc3ccccc3F)nn2)cs1
→ 8, -6, -11
N#CC1C(=N)Oc2n[nH]c(-c3ccccc3)c2C1c1ccc(F)cc1 (stereo not drawn)
→ 0, -10, .
CCO[C@H]1COC[C@@H]1NCC(=O)NCc1ccccc1F
→ 7, -4, -15
CCOC(=O)c1nn(-c2ccccc2)c(=O)cc1OS(=O)(=O)c1cc(C)c(OC)cc1C
→ 4, 5, .
CN(C)CCNC(=O)CC1CSc2nc3c(cnn3-c3cccc(Cl)c3)c(=O)n21 (stereo not drawn)
→ 0, -13, -8
O=C(CNc1cccc2c1CC(O)C2)NCc1ccc(F)cc1 (stereo not drawn)
→ 3, -7, -17
CC(=O)OC(C(=O)N1CCc2ccccc2C1c1ccc(C)cc1)c1ccccc1 (stereo not drawn)
→ 14, -8, -10
COC(=O)c1ccc(N2C(=O)CC(N3CCN(c4ccccn4)CC3)C2=O)cc1 (stereo not drawn)
→ 1, -1, -6
COc1ccc(Cc2nn[nH]n2)cc1OC
→ -10, 0, .
COC(=O)c1ccc(=O)n(CC(=O)Nc2ccc(OC)cc2OC)c1
→ 5, -6, .
COC(=O)CCN(C(=O)c1cnn(-c2ccccc2)c1C)C(C)C
→ 0, -3, .

(continued)
Values run as follows: NPYLR7 ag, hcGAS lum, mcGAS lum
CCCCOC(=O)N1C[C@H](C(=O)NC)[C@H]2c3ccccc3N(CCO)C(=O)[C@]21C
→ 0, -1, -8
CN(CC(=O)NC1CC1)C(=O)CSc1nc2cc(Cl)ccc2n1Cc1ccccc1
→ 3, -7, -6
CN(Cc1ccc(C(=O)Nc2ccc3c(c2)ncn3C)cc1)Cc1cnccn1
→ ., -9, -12
Cc1nccn1-c1c2c(c(C#N)c3nc4ccccc4n13)CCC2
→ 5, 2, -4
C=C(C)COc1c(CN2CCCCC2c2nc(C)no2)cccc1OC (stereo not drawn)
→ -4, -8, .
Cc1cccc2c(-c3ncccc3C(N)=O)c[nH]c12
→ 11, -3, .
CCc1ccccc1NC(=O)Cn1c(=O)n(CC2CCC(C(=O)NC)CC2)c(=O)c2sccc21 (stereo not drawn)
→ 5, -4, -3
CC(=O)Nc1ccc(O)c(C(=O)N(C)Cc2cc(Br)cs2)c1
→ 4, -7, -17
CCCc1c(C)nn(-c2ccc(C(=O)N[C@@H](C)[C@H](O)c3ccccc3)cc2)c1C
→ 1, -3, -2
O=C(Cn1ncn2nc(-c3ccc(F)cc3)cc2c1=O)Nc1ccccc1F
→ -10, -7, -12
FC(F)(F)c1ccc(C=NNC2=Nc3cccc4cccc2c34)cc1
→ 3, -5, -5
COc1ccc(NC2(C(=O)N3CCOC(CN)C3)CCCC2)cc1 (stereo not drawn)
→ -2, -2, -8
Cc1cc(OCC(=O)NCc2ccc(F)cc2)nnc1C
→ 7, -7, .
CCc1nc2c(OCC3CCCCC3)cccn2c1N(C=O)Cc1ccc(OC)cc1
→ -1, -4, -3
COCC(C)NC(=O)c1cncn1-c1cccc(-c2cccc3c2sc2ccccc23)c1 (stereo not drawn)
→ 3, -5, -7
O=C1C[C@H]2CC[C@@H](CN1)N2C(=O)C1CCN(C(=O)Cc2ccccc2)CC1
→ 12, -2, .
O=C(O)C1(O)CCN(c2cnc3ccccc3n2)CC1
→ 4, -7, .
O=C(NCCc1ccccc1)c1ccc(OC2CCN(C(=O)c3cnsn3)CC2)cc1
→ -2, -5, -11
COc1ccc(O)cc1
→ 0, -4, .
CC(=O)OC(C(=O)N1CCN(Cc2cc(=O)c(OCc3ccc(C(F)(F)F)cc3)co2)CC1)c1ccccc1 (stereo not drawn)
→ 19, -1, -4

In the list so far, these have a COOH group:
Values run as follows: NPYLR7 ag, hcGAS lum, mcGAS lum
O=C(O)CSc1nc2c(c(=O)[nH]1)CCCC2
→ 28, -9, .
O=C(O)C1(O)CCN(c2cnc3ccccc3n2)CC1
→ 4, -7, .

Next section.
Values run as follows: NPYLR7 ag, hcGAS lum, mcGAS lum
c1ccc(C(Cn2cncn2)NCc2cccs2)cc1 (stereo not drawn)
→ -1, 6, 0
C=CCN(Cc1nccn1Cc1ccc(Cl)c(Cl)c1)S(=O)(=O)c1ccc(C)cc1
→ 6, -3, -7
Cc1c(/C=C/C(=O)Nc2cnn(Cc3c(Cl)cccc3Cl)c2)cnn1C
→ 5, 3, .
NCC(=O)Nc1ccccc1-c1ccc(OC(F)(F)F)cc1
→ 5, -5, -18
CCCCOC(=O)c1ccc(N=CC(C#N)c2nc(C3CC3)cs2)cc1 (stereo not drawn)
→ 20, -5, -8
O=C(CCC1CCCCC1)NNC(=O)c1ccccc1O
→ 0, -2, -16
Cc1cn2c3c(=O)n(Cc4cccc(Cl)c4)c(=O)n(C)c3nc2n1CCN1CCOCC1
→ -9, 2, .
COc1ccc(CCNC(=O)c2cc(-c3ccccc3)nc3cc(C(C)(C)C)nn23)cc1OC
→ -6, 2, -1
CNC(=O)c1ccc(CN(C)C(=O)CCNC(=O)c2ccccc2Cl)cc1
→ 5, -9, .
C=C(C)Cn1c(N2CCN(Cc3ccccc3)CC2)nc2c1c(=O)[nH]c(=O)n2C
→ 13, 0, .
O=S1(=O)CCCN(Cn2nc(-c3cccs3)oc2=S)CC1
→ 12, -12, .
CSC(=NC#N)N1CCN(Cc2nc[nH]c2C)CC1
→ -1, 8, .
CS(=O)(=O)N1N=C(c2ccccc2)CC1c1cccc([N+](=O)[O-])c1 (stereo not drawn)
→ 4, 1, .
Cc1cc(C2C3=C(CC(C)(C)CC3=O)N(c3ncn[nH]3)C(=N)C2C#N)c(C)s1 (stereo not drawn)
→ 10, -9, .
CCCCN(C=O)c1c(CC)nc2c(OCC(=O)c3ccc(F)cc3)cccn12
→ 0, -1, -3
Cc1ccn2c(NC(=O)CC(C)C)c(-c3ccccc3C)nc2c1
→ -3, -7, -8
O=C(c1ccc([N+](=O)[O-])cc1)N1CCSC12CCNCC2
→ 14, -5, .
COC(C)c1ccc(-c2ccc(NC(=O)CN)c(F)c2)cc1 (stereo not drawn)
→ -1&11, -8&-4, -9
O=[N+]([O-])c1cc(S(=O)(=O)N2CCCC2)ccc1NN=C1c2ccccc2-c2ccccc21
→ -3, -7, .
CN1CCN(NC(=S)Nc2ccc(OC(F)F)cc2)CC1
→ 2, 3, -2
COc1cccc(OCc2ccc(Cn3nc(NC(=O)NCc4ccc(F)cc4)c4ccccc43)cc2)c1
→ 19, -6, -5
COC(=O)C(OC(=O)c1ccsc1)c1cc(Cl)cc(Cl)c1 (stereo not drawn)
→ 4, -1, .
O=C(O)c1c2ccccc2cc2ccccc12
→ -1&-7, -1&0, -3&1
Cc1cc(C)n(C(C)CNC(=O)c2cccc(Br)c2)n1 (stereo not drawn)
→ -2, 2, .
Cc1cc(C)c(C)c(S(=O)(=O)Nc2ccccc2C(=O)NCCc2ccccc2)c1C
→ -3, -5, -6
Cc1cc(C)cc(OCC(=O)NNC(=O)c2ccc(C(C)(C)C)cc2)c1
→ 0, -8, .
CC(=O)c1sc(Nc2nc3cc4c(cc3s2)OCO4)nc1C
→ 0, 6, -4
O=C1CC(c2cccc(Cl)c2)Cc2c1cnn2-c1nc2ccccc2[nH]1 (stereo not drawn)
→ 2, -6, .
Cc1nn2cc(CCNC(=O)c3cn(CC4CCCO4)nn3)nc2s1 (stereo not drawn)
→ -1, -9, .
Cc1cc(N2CCCN(Cc3cnc(N4CCCCC4)nc3)CC2)ccn1
→ 13, -4, .
CCC(COC)NC(=O)c1cc(COc2cccc(OC)c2)on1 (stereo not drawn)
→ 10, -4, .
CC(C)Cc1n[nH]c2c1CN(C(=O)c1ccc3c(c1)CCO3)CC2
→ 1, -5, -10
